TRPML3 agonist = agonists of human TRPML3 channel; Q8TDD5; HEK293 TRPML3-YFP, Fluo-8 calcium fluorescence; 100% = the carbachol control signal; activation, % at 3 µM; 220,000 tested, 0.29% active; AID 1448;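 active = activation above its plate's cutoff, the mean activation of the plate's test wells plus 3 SD, cut at about 12% in these data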;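 also: 0% = DMSO only wells and 100% = carbachol wells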
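Test system – HEK293 line with stable expression of human TRPML3-YFP channel · Control set – carbachol 87 µM final as high control (100%), DMSO as low control (0%) · Signal – Fluo-8 calcium dye fluorescence, ex 470-495, em 515-575 nm · Incubation – 1-h 37 °C dye load, 5-s basal, 120-s post-compound reads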
p47phox inh = inhibitors of human p47phox binding; 220,000 tested, 0.53% active; p47phox/p22phox peptide binding, fluorescence polarization, 2 h; AID 1274; inhibition, % at 24.7 µM;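 active = inhibition above about 30%, limit read from the data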;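 also: 0% = p47phox with labelled peptide and 100% = labelled peptide alone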
TNF necrop inh = inhibitors of TNF-alpha induced necroptosis in Jurkat FADD-/- cells; Jurkat FADD-/- TNF necroptosis rescue, ATP luminescence, 24 h; 0 = TNF only, 100 = no-TNF cells; activation (protection from cell death), % at 10 µM; 220,000 tested, 0.068% active; AID 463075;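 active = activation, meaning protection from cell death, of at least 50% relative to plate controls; inactive = activation below 50%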;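 also: necroptosis triggered by 40 ng/mL TNF-alpha added together with compound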
PPC-1+TRAIL kill = PPC-1 cancer cell killing with TRAIL present. PPC-1 cells + TRAIL, ATPLite viability luminescence. cell killing (% activity), % at 4 µM. 220,000 tested, 0.41% active. AID 1443;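 active = cell killing above 50% in the first pass at 4 µM, then a duplicate retest at 5 µM averaging 50% or more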;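 also: plate controls were cells with TRAIL plus DMSO for no effect and medium-only wells lacking cells for full effect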
MDM2 E3 inh = Mdm2 E3 ligase (human) inhibition; cell-based MDM2 ubiquitination luciferase reporter, 2 h; 0 = plate control, 100 = twice control, blank-subtracted; Q00987; 210,000 tested, 0.11% active; signal enhancement, % at 5 µM;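 active = signal enhancement of 30% or more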;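 also: luminescence tracks abundance of the self-degrading MDM2-luciferase fusion protein; higher signal means inhibition of MDM2 E3 ligase activity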
Target sequence (Q00987 whole entry, looked up, the tested form may be a part): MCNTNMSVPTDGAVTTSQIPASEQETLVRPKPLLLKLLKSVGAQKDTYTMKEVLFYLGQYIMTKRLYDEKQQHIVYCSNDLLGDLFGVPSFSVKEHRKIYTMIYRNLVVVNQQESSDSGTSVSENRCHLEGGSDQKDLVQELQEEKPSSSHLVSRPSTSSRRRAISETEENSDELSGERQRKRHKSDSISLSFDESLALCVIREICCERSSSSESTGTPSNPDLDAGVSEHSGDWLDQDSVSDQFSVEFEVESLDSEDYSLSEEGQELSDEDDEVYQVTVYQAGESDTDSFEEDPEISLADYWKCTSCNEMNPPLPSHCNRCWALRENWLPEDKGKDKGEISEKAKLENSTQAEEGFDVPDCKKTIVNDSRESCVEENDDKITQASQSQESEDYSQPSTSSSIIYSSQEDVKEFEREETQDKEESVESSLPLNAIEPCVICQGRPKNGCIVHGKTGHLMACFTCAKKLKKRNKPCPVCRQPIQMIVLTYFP
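Material: stable MDM2–luciferase fusion reporter cells / Quantity: 2000 cells/well / Dosing: single 5 µM compound dose, 0.2% final DMSO / Buffer or medium: DMEM / Schedule: 4 h cell settling then 2 h compound exposure, 37 °C / Detection: luminescence with SteadyLite reagent, 15 min at room temperature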
EBV gp42 block = EBV gp42 inhibition. Q1HVG2. Fluorescence polarization binding assay, mP read-out. inhibition, % (tested at 21.74 µM). 220,000 tested, 0.42% active; in the data active = inhibition above about 50%
Target sequence (Q1HVG2 whole entry, looked up): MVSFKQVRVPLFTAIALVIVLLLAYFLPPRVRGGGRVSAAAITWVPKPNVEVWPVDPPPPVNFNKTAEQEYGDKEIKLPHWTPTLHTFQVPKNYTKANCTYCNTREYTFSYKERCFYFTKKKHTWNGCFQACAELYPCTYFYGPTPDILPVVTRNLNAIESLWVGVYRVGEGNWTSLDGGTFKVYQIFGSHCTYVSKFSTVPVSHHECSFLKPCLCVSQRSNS
Runt-SMMHC FRET = inhibitors of human RUNX1 Runt domain binding to CBFb-SMMHC; inhibition, % at 20 µM; Cerulean-Runt/Venus-CBFb-SMMHC FRET ratio 530/480, 1 h; 220,000 tested, 0.74% active; Q01196+Q13951;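 active = mean inhibition across duplicate retests at 20 µM reaching about 50%, limit read from the data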;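 also: 0% = DMSO wells and 100% = wells with excess untagged CBFb-SMMHC; inhibitors lower the FRET ratio by blocking Runt binding to CBFb-SMMHC; some results filed as inactive read as strong as hits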
CHOP inhibitor = inhibitors of CHOP induction in ER stress response; CHO-K1 CHOP-promoter luciferase, tunicamycin-induced, 15-18 h; AID 2732; inhibition, % at 10 µM; 220,000 tested, 3.8% active;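 active = compounds that reduced the stress-induced luciferase reporter signal by more than about 70% of percent inhibition, limit read from the data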;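 also: 0% = tunicamycin plus vehicle and 100% = wells without tunicamycin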
zfTRPN1 agonist = activates the zebrafish TRPN1 channel; HEK293 zebrafish TRPN1-YFP, Fluo-8 calcium fluorescence; 100% = response to 87 µM carbachol; activation, % at 3 µM; 220,000 tested, 0.18% active; AID 1424;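 active = activation above its plate's cutoff, the mean activation of test wells on that plate plus 3 SD, cut at about 19% in these data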;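 also: 0% = DMSO alone and 100% = 87 µM carbachol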
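System: zebrafish TRPN1-YFP in HEK293 cells / Dosing: 3 µM single point / Timing: dye loading 1 h at 37 °C, then 30 min room temperature / Signal: Fluo-8 calcium fluorescence, excitation 470-495 nm, emission 515-575 nm / Read-out basis: percent activation from peak over basal fluorescence ratio, control-normalized / Control set: high carbachol 87 µM, low DMSO alone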
The depositor's hits bear a star; / = not tested or not shown; [ ] = dose if it differs, or a comment.

#	smiles	TRPML3 agonist	p47phox inh	TNF necrop inh	PPC-1+TRAIL kill	MDM2 E3 inh	EBV gp42 block	Runt-SMMHC FRET	CHOP inhibitor	zfTRPN1 agonist
1	O=S(=O)(NC1CCCCC1)c1ccc(Br)cc1	-0.6	-1	5.3	38	-7	-22	1	45	-1.1
2	COC(=O)c1nc2ccccn2c1F	0.8	9	1.0	4	-7	-1	2	4	0.9
3	CCOC(=O)N1CCN(C(=O)c2ccccc2CCc2ccccc2)CC1	0.8	87*	-0.2	4	-4	1	-3	14	-0.7
4	CCN1CCN(c2ccc(NC(=O)c3cnccn3)cc2)CC1	0.9	-10	1.5	3	-15	0	3	-4	0.5
5	CCCCCCn1c(SCC(=O)c2ccccc2)nc2c1c(=O)[nH]c(=O)n2C	0.3	10	-1.2	0	-12	-19	-3	-4	0.9
6	C/C(=N/NC(=O)c1cccs1)c1ccc(NC(=O)COc2ccc(Cl)cc2)cc1	0.5	-4	1.7	25	-2	-8	-2	66	-1.2
7	Cc1cccc(N2C(=O)SC(N(C)c3ccccc3)C2=O)c1 (configuration not stated)	0.2	-3	4.4	9	-8	2	2	26	-1.1
8	Cc1nnc(NC(=O)c2ccc3ccccc3n2)s1	1.0	/	-2.2	30	-5	-11	-2	-33	-0.2
9	CCC(CC)C(=O)Nc1ccc(Nc2ccccc2)cc1	0.2	5	3.2	-1	0	-2	-2	3	0.5
10	Cc1nn(CC(=O)c2cccc(Cl)c2)c(C)c1[N+](=O)[O-]	0.1	-21	-0.6	-10	-8	-28	-1	1	-0.5
11	Cc1ccccc1-n1ncc(C(C)NC(=O)c2ccco2)c1C (configuration not stated)	0.0	9	0.3	4	1	-5	3	-9	1.4
12	Cc1ccc(Nc2cc(C)nc3nnnn23)cc1	0.7	-11	-2.9	-3	-9	-2	0	16	-0.7
13	Cc1ccc(NC(=O)c2ccccc2OCc2ccc([N+](=O)[O-])cc2)nc1	0.8	-12	-0.6	-6	/	-4	-1	18	0.3
14	Cc1c(Nc2cc(=O)oc3ccccc23)c(=O)n(-c2ccccc2)n1C	0.6	2	0.0	1	-16	-33	4	35	0.3
15	NC1CCN(c2c(F)cc3c(=O)c(C(=O)O)cn(C4CC4)c3c2Cl)C1 (configuration not stated)	0.7	8	-0.3	10	-13	-3	2	-2	0.7
16	COc1ccc(Cl)cc1Nc1nc(C)cc(C)c1C(N)=O	-0.8	6	0.0	11	-2	-6	4	19	-1.3
17	O=S(=O)(Nc1cccc(S(=O)(=O)N2CCOCC2)c1)c1ccc2c(c1)OCCO2	1.5	-5	-1.2	24	-15	-2	-3	0	0.1
18	CCC(C)(C)NC(=O)CN(Cc1cccs1)C(=O)C(=O)Nc1ccc2c(c1)OCCO2	-0.3	-7	-3.4	19	16	-20	3	-14	-0.6
19	Cc1ccc(S(=O)(=O)c2cc3ccccc3nc2N)cc1	-1.1	0	1.9	1	-8	8	12	17	-0.2
20	Cc1ccc(C(C(=O)NC2CCCC2)N(C(=O)Cc2cccs2)c2ccc(C)c(C)c2)o1 (configuration not stated)	-0.7	-4	-3.3	-3	-4	-8	6	27	0.6
21	N#Cc1nc(-c2ccccc2F)oc1NCc1cccc2c1OCO2	-0.9	-12	-1.3	6	2	-7	-3	23	0.5
22	O=c1c2sccc2n(Cc2cc(=O)n3ccccc3n2)c(=O)n1-c1ccccc1	0.4	-7	0.0	-10	-1	-23	-1	-29	-0.7
23	O=C(N/N=C/c1ccc(Sc2ccccn2)o1)c1cccc([N+](=O)[O-])c1	-0.5	-2	1.0	-3	2	1	5	9	-0.8
24	N#Cc1cc2c(nc1SCC(=O)NCc1ccc3c(c1)OCO3)CCCCC2	0.1	5	2.0	12	-16	-16	4	53	0.6
25	COc1ccccc1-n1c(C)nnc1SCC(=O)Nc1cccc(C(C)=O)c1	-0.5	-13	-1.6	-1	-14	-17	-1	15	0.4

Values by screen from the entries so far:
Entries 12 to 23 in CHOP inhibitor: 16, 18, 35, -2, 19, 0, -14, 17, 27, 23, -29, 9

From entry 14 up to 25, copied from above:
#	smiles	TRPML3 agonist	p47phox inh	TNF necrop inh	PPC-1+TRAIL kill	MDM2 E3 inh	EBV gp42 block	Runt-SMMHC FRET	CHOP inhibitor	zfTRPN1 agonist
14	Cc1c(Nc2cc(=O)oc3ccccc23)c(=O)n(-c2ccccc2)n1C	0.6	2	0.0	1	-16	-33	4	35	0.3
15	NC1CCN(c2c(F)cc3c(=O)c(C(=O)O)cn(C4CC4)c3c2Cl)C1 (configuration not stated)	0.7	8	-0.3	10	-13	-3	2	-2	0.7
16	COc1ccc(Cl)cc1Nc1nc(C)cc(C)c1C(N)=O	-0.8	6	0.0	11	-2	-6	4	19	-1.3
17	O=S(=O)(Nc1cccc(S(=O)(=O)N2CCOCC2)c1)c1ccc2c(c1)OCCO2	1.5	-5	-1.2	24	-15	-2	-3	0	0.1
18	CCC(C)(C)NC(=O)CN(Cc1cccs1)C(=O)C(=O)Nc1ccc2c(c1)OCCO2	-0.3	-7	-3.4	19	16	-20	3	-14	-0.6
19	Cc1ccc(S(=O)(=O)c2cc3ccccc3nc2N)cc1	-1.1	0	1.9	1	-8	8	12	17	-0.2
20	Cc1ccc(C(C(=O)NC2CCCC2)N(C(=O)Cc2cccs2)c2ccc(C)c(C)c2)o1 (configuration not stated)	-0.7	-4	-3.3	-3	-4	-8	6	27	0.6
21	N#Cc1nc(-c2ccccc2F)oc1NCc1cccc2c1OCO2	-0.9	-12	-1.3	6	2	-7	-3	23	0.5
22	O=c1c2sccc2n(Cc2cc(=O)n3ccccc3n2)c(=O)n1-c1ccccc1	0.4	-7	0.0	-10	-1	-23	-1	-29	-0.7
23	O=C(N/N=C/c1ccc(Sc2ccccn2)o1)c1cccc([N+](=O)[O-])c1	-0.5	-2	1.0	-3	2	1	5	9	-0.8
24	N#Cc1cc2c(nc1SCC(=O)NCc1ccc3c(c1)OCO3)CCCCC2	0.1	5	2.0	12	-16	-16	4	53	0.6
25	COc1ccccc1-n1c(C)nnc1SCC(=O)Nc1cccc(C(C)=O)c1	-0.5	-13	-1.6	-1	-14	-17	-1	15	0.4

Remaining list, next part:
#	smiles	TRPML3 agonist	p47phox inh	TNF necrop inh	PPC-1+TRAIL kill	MDM2 E3 inh	EBV gp42 block	Runt-SMMHC FRET	CHOP inhibitor	zfTRPN1 agonist
26	COc1ccc(CC(=O)NCC2(N3CCCCC3)CCCCC2)cc1	0.6	-40	0.8	/	-8	-8	6	5	0.3
27	COCCCN1C(=O)C(=O)/C(=C(/O)c2ccc(OCC(C)C)cc2C)C1c1cccnc1 (configuration not stated)	-0.3	9	-0.1	14	-10	-20	0	-2	0.6
28	CN1C(=O)C2(c3ccccc31)c1c(oc3ccccc3c1=O)C(=O)N2CCO (configuration not stated)	0.1	-1	0.4	3	-10	-3	0	8	0.5
29	CN(CC(=O)Nc1cc(S(=O)(=O)N2CCOCC2)ccc1Cl)C1CCS(=O)(=O)C1 (configuration not stated)	0.2	-18	0.1	4	-6	-8	2	31	-0.1
30	O=C(Nc1ccccc1)OC1C2CCC1C(N1CCCCC1)CC2 (configuration not stated)	0.9	-23	0.7	1	-24	-25	-3	29	1.1
31	CCc1ccc(C2NC(c3ccc(CC)cc3)C([N+](=O)[O-])C(C)(C)C2[N+](=O)[O-])cc1 (configuration not stated)	0.4	-1	4.1	-4	-10	-7	0	-19	-0.3
32	Cc1ccccc1C([O-])=Nc1ccc[n+](-c2nc3ccccc3nc2NS(=O)(=O)c2ccccc2)c1	0.2	-10	-4.2	2	-7	12	8	4	0.2
33	O=C(CC1(O)C(=O)N(C/C=C/c2ccccc2)c2ccccc21)c1ccccn1 (configuration not stated)	0.3	4	-12	-16	0	-18	-1	-5	2.4
34	CN(C)c1ccc(C(=O)/C=C/c2ccc(Br)cc2)cc1	0.3	7	0.5	8	-4	-36	-35	-4	-0.1
35	Cc1nnc(SCC(=O)N2CC(=O)Nc3ccccc32)n1Cc1ccccc1	-0.6	-6	-0.9	-4	-15	4	-7	-9	-0.5
36	CCOC(=O)c1sc2nc3c(cc2c1N)C(=O)CC(C)(C)C3	-0.1	-10	3.9	14	7	-8	-3	-17	1.0
37	CCOc1ccccc1/C=N/Nc1ccccc1[N+](=O)[O-]	0.0	-21	-2.9	10	4	-9	-4	34	-0.5
38	Cc1cc(=O)oc(C)c1C(=O)n1nc(C)c2c1C[C@@H]1[C@H]2C1(C)C	-0.2	-9	-0.4	17	5	-13	1	16	-0.2
39	Cc1cc(C)nc(-n2nc(C)cc2NC(=O)C(C)C)n1	-0.1	-2	0.1	6	-5	3	-1	-8	0.8
40	O=C(O)Cc1c(C(=O)O)[nH]c2ccc(C(=O)O)cc12	1.1	-10	2.3	29	/	-4	1	-21	0.9
41	O=C(NCc1cccnc1)c1cc(Cl)ccc1[N+](=O)[O-]	0.1	-2	0.6	32	-4	-5	2	7	0.6
42	CCOC(=O)Cc1c(C)nc2cc(-c3ccc(Cl)cc3)[nH]n2c1=O	-0.4	-21	-1.3	8	-9	-5	3	-14	0.1
43	COc1cccc(N=c2oc3ccc(OC)cc3cc2-c2nc3ccccc3[nH]2)c1	0.2	26	-0.3	9[5 µM]	-4	-14	-20	-20	1.1
44	CC(C)(C)C(=O)COC(=O)c1cc(-c2ccncc2)nc2ccccc12	-0.9	-14	-1.5	14	0	-3	-2	36	-0.9
45	COC(=O)c1sc2nc(SCc3ccccc3C#N)n(N)c(=O)c2c1C	0.0	-19	-0.3	1	16	-22	2	8	0.5
46	CCCN(CCC)S(=O)(=O)c1cccc(C(=O)Nc2ccc3c(c2)OCO3)c1	-0.1	165*	-5.1	12	-19	-22	3	12	-0.2
47	COc1ccc(NC(=O)COC(=O)C23CC4CC(CC(Cl)(C4)C2)C3)c(OC)c1	1.0	15	2.0	23	-1	14	0	36	-0.5
48	COc1ccc(N2CCN(c3nc(Cl)nc(Nc4ccc(F)cc4)n3)CC2)cc1	0.7	-13	1.5	12	4	-3	1	-27	-0.2
49	C=CCc1cccc2cc(C(=O)N(C)C)c(=O)oc12	0.1	-10	-3.3	14	-12	-13	3	35	1.3
50	Oc1ccccc1N1CCN(c2nc(-c3cccs3)nc3ccccc23)CC1	0.5	-11	1.1	5	/	-6	1	54	1.6
51	Cc1ccc2nc(SCc3ccccc3)c(C=O)c(=O)n2c1	0.6	-13	1.5	15	13	1	4	8	1.4
52	O=S1(=O)C=C(Oc2ccc(F)cc2)c2ccccc21	0.3	3	-1.9	-3	-18	-5	2	20	1.6
53	CNc1cc([N+](=O)[O-])ccc1N/C=C/C(=O)c1cccs1	0.0	14	-4.3	6	4	9	-7	10	-2.1

Screening results from PubChem.
